Nrf2 ARE act: activators of Nrf2 (ARE) signaling. hit rate 0.31% among 410,000. AREc32 ARE-luciferase reporter (MCF7-derived line), luminescence, 24 h. Potency, µM (titrated, usually from 46.1 µM), inactives show top-dose activation, usual class: activators; also: potency is read from the fitted curve at half-maximal effect; % of control where 0% means no effect; nearly all actives have a fitted effect of over 65% in size
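AREc32 cells carrying an ARE-driven firefly luciferase, 1000 cells/well in OPTI-MEM with 5% FBS, dosed after overnight attachment and incubated 24 hr at 37 deg C. Steady-Glo luminescence read after 30 min at RT.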
IL2 activator: activates IL-2 in a cell-based reporter assay. AID 652025. hit rate 0.065% among 360,000. IL-2 activation reporter assay, cell-based qHTS; stimulated with anti-CD3/CD4/CD28 beads; in transgenic mouse T cells. activation, % (series mostly up to about 46 µM); in the data active = activation above about 50%; inconclusive = mostly about 30% to 49%; also: 0% is about no effect
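Readout: EGFP and DsRed signals by fluorescent plate cytometry. Unstimulated transgenic mouse T cells received compound 60 min before antibody-bead stimulation, then incubated 18 h at 37 degrees C.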
EPAC2 agonist: agonists of human EPAC2 (RAPGEF4); AID 720711; EPAC2 activation, biochemical qHTS; response scale: 100% = 6.5 mM cAMP response; Q8WZA2; Potency, µM (top dose mostly 154 µM), inactives show at the top dose activation, usual class: activators; hit rate 0.079% among 360,000; also: potency is read from the fitted curve at half-maximal effect; nearly all actives have a fitted effect of over 50% in size
Target sequence (Q8WZA2 whole entry, looked up): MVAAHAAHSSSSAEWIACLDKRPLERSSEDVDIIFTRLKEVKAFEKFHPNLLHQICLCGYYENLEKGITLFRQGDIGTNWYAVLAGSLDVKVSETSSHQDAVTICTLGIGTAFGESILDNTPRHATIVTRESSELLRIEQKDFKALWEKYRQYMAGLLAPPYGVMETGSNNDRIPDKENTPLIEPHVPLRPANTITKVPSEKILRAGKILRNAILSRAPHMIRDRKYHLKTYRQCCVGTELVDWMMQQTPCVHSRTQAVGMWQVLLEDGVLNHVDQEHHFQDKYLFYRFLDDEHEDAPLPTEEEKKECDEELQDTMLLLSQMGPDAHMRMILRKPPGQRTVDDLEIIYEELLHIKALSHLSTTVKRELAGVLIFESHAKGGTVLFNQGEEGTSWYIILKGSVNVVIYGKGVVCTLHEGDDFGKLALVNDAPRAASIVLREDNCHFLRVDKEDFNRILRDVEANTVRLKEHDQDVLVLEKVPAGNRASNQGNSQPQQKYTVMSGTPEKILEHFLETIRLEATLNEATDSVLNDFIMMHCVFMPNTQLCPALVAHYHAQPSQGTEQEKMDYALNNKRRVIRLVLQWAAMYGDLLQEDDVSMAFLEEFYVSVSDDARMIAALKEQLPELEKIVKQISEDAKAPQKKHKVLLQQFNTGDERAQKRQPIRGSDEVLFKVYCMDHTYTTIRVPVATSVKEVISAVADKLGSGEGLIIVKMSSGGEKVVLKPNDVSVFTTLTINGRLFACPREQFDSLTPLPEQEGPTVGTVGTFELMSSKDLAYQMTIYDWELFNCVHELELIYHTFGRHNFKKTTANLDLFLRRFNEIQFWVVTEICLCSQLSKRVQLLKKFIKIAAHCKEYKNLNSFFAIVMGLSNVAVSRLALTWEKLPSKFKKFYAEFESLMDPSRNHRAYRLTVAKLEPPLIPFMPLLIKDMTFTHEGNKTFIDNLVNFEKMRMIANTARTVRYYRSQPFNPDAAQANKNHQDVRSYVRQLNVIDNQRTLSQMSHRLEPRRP
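Compounds were added across a concentration range to EPAC2 (100 nM), RAP1B-BODIPY-GDP (250 nM) and GDP (50 uM). After 5 min at room temperature, fluorescence was recorded at 5-min intervals for 30 min.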
Nrf2 inh: inhibitors of Nrf2 signaling | A549 ARE-Fluc reporter, luciferase luminescence, 18-24 h | Potency, µM (series often up to 46 µM), without a hit: at the top dose activity change, negative = inhibition, most hits filed as inhibitors | hit rate 2.1% among 360,000 | AID 504444; also: potency is read from the fitted curve at half-maximal effect; % is scaled to controls: 0 for no effect and ±100 for the full control effect; nearly all actives have a fitted effect of over 60% in size
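A549 ARE_Fluc cells, 5000/well, 5% FBS OPTI-MEM; compounds in dose-response, 18-24 h at 37 °C/5% CO2; CellTiter-Fluor viability read (Ex 405/Em 525), then BugLite luciferase luminescence = Nrf2 activity.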
A549 viability: kills or reduces viability of A549 cells in Nrf2 counter-screen; A549 ARE-Fluc cells, CellTiter-Fluor viability, 18-24 h; Potency, µM (series often up to 46 µM), without a hit: top-dose activity change, negative = cytotoxicity, hits mostly inhibitors; hit rate 0.16% among 390,000; AID 504648; also: potency is read from the fitted curve at half-maximal effect; % is scaled to controls: 0 for no effect and ±100 for the full control effect
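A549 ARE-Fluc cells in 5% FBS OPTI-MEM, 5000 cells/well, rested 2 h then exposed to compounds in concentration-response for 18-24 h at 37 °C. Viability by CellTiter-Fluor fluorescence (Ex 405/Em 525) after 30 min; luciferase luminescence (BugLite, 15 min, RT) read afterwards.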
S2 tox: reduces viability in counter-screen for ATXN expression inhibitors; AID 651635; Potency, µM (doses to about 56.7 µM), usual class: cytotoxic; hit rate 0.49% among 400,000; S2 cells (HEK-293 line with an ATXN2-luciferase reporter) viability, CellTiter-Fluor protease fluorescence, 24 h; also: potency is read from the fitted curve at half-maximal effect; nearly all actives have a fitted effect of over 40% in size
TGFb SMAD3 inh: TGF-b pathway inhibition; Potency, µM (titrated, usually from 46.1 µM), inactives show top-dose activity, negative = inhibition, most hits filed as inhibitors; AID 588855; hit rate 1.2% among 410,000; HepG2 CAGA-GFP TGF-b/SMAD3 reporter, GFP fluorescence, 18 h; TGF-beta stimulated, 500 pg/mL final; also: potency is read from the fitted curve at half-maximal effect; % is scaled to controls: 0 for no effect and ±100 for the full control effect; nearly all actives have a fitted effect of over 65% in size
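HEPG2 CAGA-GFP cells (1000/well, DMEM with 1% FBS) were pre-incubated 2 h at 37 degrees C, given compound by pin tool, then stimulated with TGF-beta at 500 pg/mL final for 18 h before per-cell GFP fluorescence imaging.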
HepG2 tox: kills HepG2 cells in TGF-b inhibitor counter-screen | Potency, µM (series often up to 46.1 µM), without a hit: top-dose activity change, negative = cytotoxicity, most hits filed as cytotoxic | HepG2 CAGA-GFP viability, ATP luminescence, 18 h | AID 588856 | hit rate 0.76% among 410,000; also: potency is read from the fitted curve at half-maximal effect; some results filed as inactive show a strong effect at the top dose
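HepG2 CAGA-GFP cells (1000/well, DMEM with 1% FBS) received compound, then TGF-beta at 500 pg/mL final, and were incubated 18 hours at 37 degrees C. Viability was read by CellTiter-Glo luminescence. Media-only wells were set as complete cell-killing and DMSO as no toxicity.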
ATXN2 expr inh: inhibitors of ATXN2 expression. HEK-293 ATXN2-luciferase reporter, luminescence, 24 h. Potency, µM (doses to about 57 µM), inactives show top-dose activity change, negative = inhibition, most hits filed as inhibitors. hit rate 0.72% among 360,000; also: potency is read from the fitted curve at half-maximal effect; % is scaled to controls: 0 for no effect and ±100 for the full control effect; nearly all actives have a fitted effect of over 55% in size
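ATXN2-luciferase reporter cells (luciferase flanked by upstream and downstream ATXN2 gene portions) were treated 24 h at 37 °C with compounds at up to 57 uM. SteadyGlo luminescence gave expression; GF-AFC fluorescence gave viability.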
The depositor's hits bear a star; i = inactive; ? = inconclusive; · = not tested or not shown; [ ] = dose if it differs, or a comment. Unless noted, calls follow the shape of the dose curve; as a rule, active = well fitted curve in the direction sought with a large enough effect; inconclusive = small, poorly fitted or top-dose-only effect, or another doubt; inactive = no such curve, though single readings can be large; an effect the other way counts as inactive or inconclusive.

SMILES	Nrf2 ARE act	IL2 activator	EPAC2 agonist	Nrf2 inh	A549 viability	S2 tox	TGFb SMAD3 inh	HepG2 tox	ATXN2 expr inh
Cc1cccc(NC(=O)C23CCC(C)(C(=O)O2)C3(C)C)c1 (centres undefined)	0.1%	2.1	11%	15%	5%	i	-4%	11%	4%
O=C1c2ccccc2C(c2nnnn2Cc2ccccc2)N1Cc1ccco1 (centres undefined)	1.1%	-0.3	5%	·	·	i	·	·	15%
COc1ccccc1-c1ccc([C@@H]2C[C@H]3[C@H](CON3C)CN2C(=O)c2ccc(-c3ccccc3)cc2)cc1	0.1%	-4.3	19%	·	·	i	-3%	-16%	-25%
CCOC(=O)C1(Cc2cccc(F)c2)CCN(Cc2cn(CC)nc2C)CC1	2.7%	0.6	5%	-22%	4%	·	-10%	-20%	-18%
CC(=O)Nc1cccc(S(C)(=O)=O)c1	-0.4%	1.4	14%	3%	0%	?	18%	7%	-25%
COC(=O)CC1=C(C(=O)OC)[C@@H](c2ccccc2[N+](=O)[O-])C(C#N)=C(N)O1	?	-3.6	8%	?	0%	?	-3%	-24%	-28%
CC(C)CSc1nc2c(c(=O)[nH]c(=O)n2C)n1CC(O)COc1cccc2ccccc12 (centres undefined)	5.6%	-0.9	1%	-19%	0%	i	?	-18%	-22%
CC(C)(C)c1ccccc1OCCN1CCCC1	-0.8%	-0.1	0%	-16%	-7%	i	-6%	1%	-11%
O=C(CSc1nc2ccc(S(=O)(=O)N3CCOCC3)cc2[nH]1)N1CCOCC1	-0.1%	-3.9	2%	-4%	6%	i	4%	-31%	-7%
CC(C)CN(C(=O)CCC(=O)OCC(=O)NCCc1ccccc1)c1c(N)n(CC(C)C)c(=O)[nH]c1=O	-0.1%	1.6	-1%	-3%	-1%	i	-1%	7%	16%
COC(=O)C1(C(=O)OC)C/C=C\CN(S(=O)(=O)c2ccccc2[N+](=O)[O-])CCC1	8.0%	1.0	6%	·	·	i	·	·	14%
Cc1ccc(C)c(N(C)C(=O)C2CCN(S(=O)(=O)c3cccc4nsnc34)CC2)c1	-0.3%	·	·	?	3%	?	?	-22%	?
C[C@H](CO)N1C[C@H](C)[C@@H](CN(C)C(=O)Nc2ccccc2)Oc2c(NC(=O)Nc3ccc4c(c3)OCO4)cccc2C1=O	2.7%	-1.5	-4%	?	4%	i	18%	10%	16%
Cc1cccc(NC(=O)Cn2c(=O)n(CCC(=O)NC3CCCC3)c(=O)c3ccccc32)c1	1.2%	2.2	-4%	?	1%	i	-1%	2%	-10%
COCCN(CC(=O)NCc1ccc(OC)cc1)C(=O)CCC(=O)Nc1nccs1	0.3%	4.0	-8%	·	7%	i	1%	-62%	0%
Cn1cnc2ncnn2c1=S	-0.1%	-0.3	4%	·	·	i	25%	13%	·
COc1ccc(NC2c3ncccc3C(=O)N2Cc2cccs2)cc1 (centres undefined)	-0.4%	0.1	8%	7%	13%	i	1%	-24%	·
Cc1cccc(C(=O)n2nc(C)c(S(=O)(=O)N3CCOCC3)c2C)c1	-1.9%	·	·	·	2%	i	14%	-9%	3%
O=C(CCc1nc2ccccc2s1)OCc1ccccc1	-0.4%	-0.8	3%	15%	-1%	i	12%	-16%	5%
COc1ccc(NC(=O)CCS(=O)(=O)c2ccc3c(c2)CCN3C(C)=O)cc1	0.1%	0.9	7%	-1%	-1%	i	21%	0%	·
NC(=O)c1cc(Br)cc(C2CCCCC2)c1O	-0.3%	4.3	15%	?	5%	i	?	-53%	4%
CCOC(=O)c1c(NC(=O)c2nn(CC)cc2Br)sc2c1CCCCC2	2.7%	1.1	15%	?	-5%	i	1%	-28%	12%
CCOc1ccc(CNC(=O)CCCc2cn(C)c3ccccc23)cc1	-0.5%	-2.6	4%	3%	-8%	i	4%	-5%	1%
CCOC(=O)N1CCN(C(=O)c2cc(COc3ccc(Cl)cc3OC)on2)CC1	-0.8%	1.3	5%	?	-8%	i	0%	-7%	8%
CCCCn1c(C2CC(=O)N(c3ccc(OCC)cc3)C2)nc2ccccc21 (centres undefined)	4.6%	·	·	-3%	-2%	?	?	-41%	2%
CSc1ccc(/C=C/C(=O)OCC(=O)NCC2CCCO2)cc1 (centres undefined)	0.2%	-0.3	13%	1%	-2%	i	-4%	0%	5%
CC(=O)NS(=O)(=O)c1ccc(NC(=O)c2cc(-c3cccs3)nc3ccccc23)cc1	1.9%[9.22 µM]	1.3	4%	10%	8%	i	0%	-7%	-2%
COc1ccc(C(=O)NCC(=O)OCc2c(Cl)cccc2Cl)cc1OC	-0.2%	-4.4	-1%	?	-4%	i	0%	-1%	2%
COc1ccc(/C(O)=C2/C(=O)C(=O)N(CCN(C)C)C2c2ccccn2)cc1OC (centres undefined)	0.7%	-1.9	-7%	-5%	-18%	i	9%	3%	2%
CCN(CC)S(=O)(=O)c1ccc(N2CCOCC2)c(NC(=O)c2cc(=O)[nH]c3ccccc23)c1	-0.8%	8.3	21%	-10%	0%	i	-24%	-21%	-23%
Cc1ccc(S(=O)(=O)N2CC[C@H]3[C@@H](C2)C(=O)C[C@@H](c2ccccc2)N3S(=O)(=O)c2ccc(C)cc2)cc1	0.1%	-0.1	3%	·	·	i	-19%	-22%	-12%
O=C1OC(c2ccc(Cl)cc2)/C(=C(/O)c2ccccc2)C1=O (centres undefined)	2.8%	1.2	2%	1%	1%	i	1%	-3%	5%
O=C(/C=C/c1ccccc1)NC(N1CCOCC1)C(Cl)(Cl)Cl (centres undefined)	0.6%	-3.9	3%	?	0%	i	-17%	-1%	-11%[11.3 µM]
Cc1oc(C(C)(C)C)cc1C(=O)Nc1ccc2c(c1)OCO2	3.5%	-3.6	23%	?	-6%	i	2%	-63%	14%
C(=N\Nc1nn2cnnc2c2ccccc12)/c1ccco1	4.8%	1.6	7%	?	3%	?	-1%	-3%	1%
Nc1nc(NCCOCCO)nc(NC2CCCCC2)c1[N+](=O)[O-]	0.2%	0.0	-2%	0%	9%	i	0%	0%	-25%
O=C(CSc1nnc2n(C3CCCC3)c(=O)c3ccccc3n12)N1CCCCCC1	0.4%	-2.6	-2%	·	-4%	i	?	-32%	-23%
COc1ccc(S(=O)(=O)NC2CC(=O)N(c3ccccc3)C2)cc1C (centres undefined)	-0.5%	-2.4	1%	15%	3%	i	-11%	-1%	7%
Cc1ccc(C(=O)COC(=O)CCNS(=O)(=O)c2ccccc2F)cc1	-0.3%	-0.3	7%	13%	-2%	i	11%	3%	·
Cc1ccc(CS(=O)(=O)c2cn(CC(=O)N3CCOCC3)c3ccccc23)cc1	0.2%	-0.6	4%	?	3%	i	-2%	2%	10%

Single records, as listed above. Order of values: Nrf2 ARE act | IL2 activator | EPAC2 agonist | Nrf2 inh | A549 viability | S2 tox | TGFb SMAD3 inh | HepG2 tox | ATXN2 expr inh
`CC(=O)NS(=O)(=O)c1ccc(NC(=O)c2cc(-c3cccs3)nc3ccccc23)cc1` is listed as 1.9%[9.22 µM] | 1.3 | 4% | 10% | 8% | i | 0% | -7% | -2%
`CCOc1ccc(CNC(=O)CCCc2cn(C)c3ccccc23)cc1` is listed as -0.5% | -2.6 | 4% | 3% | -8% | i | 4% | -5% | 1%

Further results follow.
SMILES	Nrf2 ARE act	IL2 activator	EPAC2 agonist	Nrf2 inh	A549 viability	S2 tox	TGFb SMAD3 inh	HepG2 tox	ATXN2 expr inh
Cc1nc(C/C(=N\Nc2ccccc2)c2ccc(O)cc2O)cs1	6.3%	0.7	13%	0%	-3%	i	?	-27%	-9%
Cc1ccc(-c2nnc(Nc3ccc(O)cc3)c3ccccc23)cc1S(=O)(=O)N1CCN(C)CC1	13%	·	·	-30%	-12%	?	10µM*	-21%	?
COc1ccc(/C(O)=C2/C(=O)C(=O)N(c3ncccn3)C2c2ccc(OC)c(OC)c2)cc1 (centres undefined)	-0.3%	1.6	-6%	·	-12%	i	3%	-1%	-21%
COc1ccc(S(=O)(=O)N(C)C[C@H]2Oc3ccc(NC(=O)Nc4ccc(C(F)(F)F)cc4)cc3C(=O)N([C@H](C)CO)C[C@@H]2C)cc1	0.4%	-0.5	2%	23µM*	?	?	?	-22%	?
CC12CS(=O)(=O)CC1SC(=S)N2Cc1ccccc1 (centres undefined)	-0.8%	-1.0	2%	-14%	12%	i	-14%	-8%	-14%
Cc1cc(Nc2ccccc2Cl)n2nnnc2n1	0.2%	-0.6	14%	-19%	-3%	i	-6%	-3%	-4%
O=C1CC(N2CCSCC2)C(=O)N1c1cccc(Cl)c1 (centres undefined)	0.3%	0.5	15%	6%	9%	i	1%	-3%	-15%
O=C(CCn1nnc2ccccc2c1=O)NCC1CCC(C(=O)O)CC1 (centres undefined)	-0.1%	-2.7	7%	9%	?	i	-13%	14%	0%
COc1cc(OC)nc(NC(=O)CSc2nc3ccccc3o2)n1	0.3%	-1.6	0%	1%	0%[1.84 µM]	i	20%	-3%	5%
COc1cc(OC)cc(C(=O)N[C@H](C(=O)OCn2nnc3ccccc3c2=O)C(C)C)c1	-0.3%	-0.1	11%	1%	-4%	i	3%	12%	-2%
CCOc1ccc(OCCNC(=O)c2cc(C3CC3)nc3c2cnn3C(C)C)cc1	2.5%	-0.1	-2%	?	-2%	i	13µM*	-34%	-28%
Cc1cc(F)cc(-c2cc(C(=O)NCc3cccc(Cl)c3)[nH]n2)c1	-1.1%	0.7	-4%	·	·	i	32%[activator]	-14%	-5%
Cc1cc(OCC(=O)N(C)C2CCCCC2)ccc1Cl	-0.3%	0.6	11%	?	1%	i	23%	10%	32%[activator][11.3 µM]

High-throughput results from PubChem.
